POLH inh = qHTS for Inhibitors of Polymerase Eta; AID 588591, 2011; 390,000 tested, 1.2% active; recombinant Pol eta, fluorescent DNA replication assay; DNA polymerase eta (Homo sapiens), Q9Y253; Potency, µM (highest dose often 114 µM), inactives show top-dose activity change, negative = inhibition, most hits filed as inhibitors; also: potency is read from the fitted curve at half-maximal effect; % is scaled to controls: 0 for no effect and ±100 for the full control effect
Target sequence (Q9Y253 whole entry, looked up): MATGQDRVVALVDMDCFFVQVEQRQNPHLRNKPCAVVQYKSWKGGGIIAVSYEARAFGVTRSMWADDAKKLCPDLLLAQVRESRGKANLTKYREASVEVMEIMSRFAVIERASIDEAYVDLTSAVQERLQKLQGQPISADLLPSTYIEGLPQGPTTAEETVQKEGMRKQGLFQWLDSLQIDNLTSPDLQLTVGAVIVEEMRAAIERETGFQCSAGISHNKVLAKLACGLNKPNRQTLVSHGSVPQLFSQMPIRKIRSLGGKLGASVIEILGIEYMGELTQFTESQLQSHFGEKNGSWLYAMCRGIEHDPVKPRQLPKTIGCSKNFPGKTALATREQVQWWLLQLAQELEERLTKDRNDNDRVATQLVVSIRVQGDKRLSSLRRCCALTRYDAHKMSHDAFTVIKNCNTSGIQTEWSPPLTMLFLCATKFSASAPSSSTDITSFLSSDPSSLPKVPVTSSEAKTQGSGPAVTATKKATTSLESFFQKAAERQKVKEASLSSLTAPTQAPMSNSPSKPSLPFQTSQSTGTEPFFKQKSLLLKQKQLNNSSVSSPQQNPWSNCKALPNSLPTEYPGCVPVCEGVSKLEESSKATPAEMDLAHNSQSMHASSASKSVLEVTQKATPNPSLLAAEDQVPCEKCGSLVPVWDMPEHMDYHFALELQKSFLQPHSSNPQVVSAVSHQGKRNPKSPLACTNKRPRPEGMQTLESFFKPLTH
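Pol eta (10 nM) was preincubated with compounds for 15 min at room temperature, after which fluorescent replication substrate (50 nM final) was added to start the reaction. Fluorescence was read kinetically at 0 and 10 min.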
Pol kappa inh = qHTS for Inhibitors of Polymerase Kappa. purified Pol kappa, fluorescent DNA synthesis assay, 10 min. Potency, µM (series often up to 107 µM), for inactives: top-dose activity, negative = inhibition, hits mostly inhibitors. DNA polymerase kappa (Homo sapiens), Q9UBT6. 400,000 tested, 0.53% active. AID 588579, 2011; also: potency is read from the fitted curve at half-maximal effect; % is scaled to controls: 0 for no effect and ±100 for the full control effect
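Fluorescent qHTS in 1536-well format: enzyme (10 nM) and compound sat 15 min at room temperature before 50 nM substrate (final) was added. Signal taken at 0 and 10 min; no-enzyme buffer wells were negative controls.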
RGS4 inh = Inhibitors of Regulator of G Protein Signaling (RGS) 4: qHTS; Regulator of G-protein signaling 4 (Homo sapiens), P49798; Transcreener GDP fluorescence polarization, RGS4-accelerated GTP hydrolysis; Potency, µM (series often up to 114 µM), without a hit: at the highest dose activity change, negative = inhibition, actives largely listed as inhibitors; 390,000 tested, 0.039% active; AID 504845, 2011; also: potency is read from the fitted curve at half-maximal effect; % is scaled to controls: 0 for no effect and ±100 for the full control effect; nearly all actives have a fitted effect of over 75% in size; some results filed as inactive show a strong effect at the top dose
Target sequence (P49798 whole entry, looked up): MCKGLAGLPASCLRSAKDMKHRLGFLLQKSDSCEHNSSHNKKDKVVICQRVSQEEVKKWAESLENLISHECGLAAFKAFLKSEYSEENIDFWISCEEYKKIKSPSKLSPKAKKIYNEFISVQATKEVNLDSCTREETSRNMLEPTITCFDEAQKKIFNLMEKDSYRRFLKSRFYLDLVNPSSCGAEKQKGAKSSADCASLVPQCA
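MLSMR compounds (23 nl, pin-transferred) preincubated 10 min at room temperature with a 500nM (2x) first reagent, then RGS4 at 900nM (2x) plus Transcreener GDP mix added; fluorescence polarization (620/688 nm) read before and after 90 min at 30 °C.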
APE1 inh = qHTS Assay for Inhibitors of the Human Apurinic/apyrimidinic Endonuclease 1 (APE1). recombinant APE1, TAMRA/BHQ-2 abasic DNA cleavage fluorescence. Potency, µM (doses to about 65.8 µM), for inactives: at the highest dose activity change, negative = inhibition, most hits filed as inhibitors. 350,000 tested, 0.35% active. AID 2517, 2012;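 also: potency is read from the fitted curve at half-maximal effect; plate controls were vehicle for no effect and reference inhibitor for full effect; nearly all actives have a fitted effect of over 55% in size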
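Measures dequenching upon AP-site incision of a 5'-TAMRA/3'-BHQ-2 THF-containing duplex, 50 nM; human APE1 0.75 nM after 15 min room-temperature exposure to compound; kinetic three-point read at one-minute spacing.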
12-LOX inh = Primary qHTS assay for inhibitors of human arachidonate 12S-lipoxygenase (ALOX12): Round 2; AID 1671190, 2021; Polyunsaturated fatty acid lipoxygenase ALOX12 (Homo sapiens), P18054; purified 12hLO, xylenol orange hydroperoxide absorbance; 580,000 tested, 1.1% active; Potency, µM (doses to about 108 µM), without a hit: top-dose activity change, negative = inhibition, usual class: inhibitors; also: potency is read from the fitted curve at half-maximal effect; % is scaled to controls: 0 for no effect and ±100 for the full control effect
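Purified human 12hLO (150 nM final) in 25 mM Hepes, 0.01% Triton X-100, pH 7.0 was preincubated 15 min at room temperature with compound. Then 40 uM arachidonic acid was added, 30 min. Hydroperoxide was read by Fe-XO absorbance ratio 573/405 nm.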
ERG Ets-DNA blk = qHTS for Small Molecule Inhibitors of the ERG Ets/DNA interaction | Transcriptional regulator ERG (Homo sapiens), P11308 | AID 624246, 2012 | Potency, µM (titrated, usually from 76.9 µM), without a hit: at the highest dose FP activity, negative = inhibition, usual class: inhibitors | 370,000 tested, 0.028% active | fluorescence polarization, His-ERG Ets domain / labelled DNA; active = well fitted inhibition curve with a large enough effect in the polarisation, with a control signal flat; inconclusive = small, poorly fitted or top-dose-only effect, or effect the other way, or a change in a side signal; inactive = no such curve, though single readings can be large or run the other way; the % refers to the polarisation;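 also: polarization taken with two DNA probes labelled with fluorescein and Texas red; potency is read from the fitted curve at half-maximal effect; % of control where 0% means no effect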
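His-tagged ERG Ets domain (1 uM in the protein solution; 300mM KCl, 50mM Tris-HCl, 1mM EDTA, 1mM DTT, pH 7.5) received compound, then a probe mix of 5 nM fluorescein-DNA and 100nM Texas-615-DNA. Fluorescence polarization was read for both dyes.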
Anesthetic bind = qHTS Assay for Identification of Novel General Anesthetics. Potency, µM (series often up to 77.5 µM), for inactives: at the highest dose activity change, negative = displacement, actives largely listed as inhibitors. 350,000 tested, 0.074% active. Ferritin light chain (Equus caballus), P02791. apoferritin/1-aminoanthracene competitive binding, fluorescence; also: potency is read from the fitted curve at half-maximal effect; % is scaled to controls: 0 for no effect and ±100 for the full control effect; nearly all actives have a fitted effect of over 20% in size
Target sequence (P02791 2-175 limits assumed): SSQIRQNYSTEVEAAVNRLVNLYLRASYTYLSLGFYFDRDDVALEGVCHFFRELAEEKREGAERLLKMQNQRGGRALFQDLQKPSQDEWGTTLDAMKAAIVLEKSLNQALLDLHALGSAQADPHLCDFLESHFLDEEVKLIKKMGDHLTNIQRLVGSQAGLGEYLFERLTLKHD
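Horse-spleen apoferritin (10 uM) in 50% saturated 1-aminoanthracene in PBS was incubated 10 min at room temperature with compound. Fluorescence (ex 380, em 535 nm) was normalized to free and bound 1-AMA, with concentration-response fitted by a four-parameter Hill equation.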
LDHA block = qHTS assay for inhibitors of human lactate dehydrogenase. purified LDHA, NADH/diaphorase-resazurin fluorescence; active compounds read low. activity change, % (values are at about 110 or 230 µM). 480,000 tested, 0.15% active. L-lactate dehydrogenase A chain (Homo sapiens), P00338; in the data active = activity change below about -30%; inconclusive = mostly about -25% to -30%;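 also: plate controls were DMSO wells for no effect and wells without enzyme for full effect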
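Enzyme activity of human lactate dehydrogenase 5 (2 nM; 0.06 mM NADH, 0.2 mM pyruvate, 5 min, RT) is measured via a resazurin/diaphorase fluorescence readout of residual NADH.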
Pol beta inh = qHTS Assay for Inhibitors of DNA Polymerase Beta; P06746; Pol beta primer extension/strand displacement, fluorescence kinetic; Potency, µM (highest dose often 114 µM), inactives show at the highest dose activity change, negative = inhibition, hits mostly inhibitors; 340,000 tested, 1.3% active; also: potency is read from the fitted curve at half-maximal effect; % is scaled to controls: 0 for no effect and ±100 for the full control effect
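Curves were derived by four-parameter Hill fits of normalized qHTS data. The kinetic fluorescent primer-extension read was taken at 0 and 10 min after 50 nM substrate, following a 15 min room-temperature preincubation of 10 nM enzyme with compounds.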
An asterisk follows results filed as active; u = inconclusive; x = not tested or not shown; & = joins results of further samples; [ ] = dose if it differs, or a comment. Unless noted, calls follow the shape of the dose curve; as a rule, active = well fitted curve in the direction sought with a large enough effect; inconclusive = small, poorly fitted or top-dose-only effect, or another doubt; inactive = no such curve, though single readings can be large; an effect the other way counts as inactive or inconclusive.

SMILES	POLH inh	Pol kappa inh	RGS4 inh	APE1 inh	12-LOX inh	ERG Ets-DNA blk	Anesthetic bind	LDHA block	Pol beta inh
OCCNCc1ccc(OC2CCCC2)cc1	-13%	-1%	5%	7%	-8%	4%	u	-1	-21%
Nc1nc(SCC(=O)Nc2ccc([N+](=O)[O-])cc2Br)n[nH]1	-17%	-12%	-14%	3%	7%	9%	-13%	-2	38%
CCCc1nc(SCC(=O)Nc2ccc(S(=O)(=O)N(C)C)cc2)c2ccccc2n1	-15%	-12%	-26%	5%	6%	-11%	-7%	-10	7%
CCOC(=O)c1ccc(Nc2nc(N)c3cc(OC)c(OC)cc3n2)cc1	-14%&3%	5%&0%	-20%&5%	17%	u	10%&0%	-12%&-10%	-4&1	0%&1%
CCOC(=O)C1=C(CC)Nc2ccccc2N=C1NC(=O)c1cccc(S(=O)(=O)N2CCCC2)c1	-15%	-1%	4%[11.4 µM]	-2%	15%	-7%	-16%	-4	0%
CC1=C(C(N)=O)C(c2ccc(F)cc2)n2nc(CCCO)nc2N1 (stereo not given)	-11%	-3%	-2%	-10%	6%	-1%	7%	-5	5%
Cc1ccc(C)c(CSC2=NCCN2C(=O)Cc2ccc([N+](=O)[O-])cc2)c1	-24%	-11%	-22%	0%	-8%	-2%	-23%	-1	-2%
OCCOCCn1c(CCNc2nc(-c3ccc(F)cc3)cs2)nc2cc(C(F)(F)F)ccc21	-24%	1%	-25%	x	-7%	12%	x	-1	x
CCOCCCn1c(=N)c(S(=O)(=O)c2ccccc2)cc2c(=O)n3cc(C)ccc3nc21	-14%&-11%	-2%&5%	-7%&-4%	37%	6%&-43%	14%&12%	-12%&-3%	-8&1	22%&-1%
COc1ccc(CCNC(=O)N2CCOCC2)cc1	-2%	9%	-2%	10%	409%[activator]	10%	13%	-6	0%
COc1ccc(-c2cc(C(=O)N(C)Cc3ccc(F)cc3)c3ccccc3n2)cc1OC	-17%	-7%	10%	x	164%[activator]	-3%	x	-3	x
CCCNS(=O)(=O)c1cc(CN2C(=O)c3cccnc3C2=O)ccc1OC	3%	-5%	-22%	-16%	u	7%	6%	1	12%
CC(=O)c1cccc(NC(=O)NCc2cccs2)c1	-6%	-20%	43%	-2%	-11%	-8%	-14%	2	-24%
O=C(CN1CCOc2ccccc21)NC1CC1	-15%	16%	-17%	x	418%[activator]	16%	x	8	x
CCOc1ccc(NC(=O)c2ccccc2-c2ccccc2C(=O)O)cc1	-1%	-10%	20%	x	60%[activator]	17%	x	-7	x
Cc1ccc(S(=O)(=O)c2nc(NCCN(C)C)sc2Cl)cc1	-12%	7%	0%	1%	-5%	-2%	-8%	-3	14%
CC(NC(=O)CSC1=NCCS1)c1ccccc1 (stereo not given)	-8%	-11%	5%	1%	0%	-3%	-3%	-7	-7%[57.1 µM]
CCCCn1c(SCC(=O)N2CCN(c3ccccc3)CC2)nc2ccsc2c1=O	-9%	-13%	-16%	-12%	x	2%	u	4	0%
Cc1ccccc1-c1cc(C(=O)NCc2cccc(C(F)(F)F)c2)n(CC2CC(c3cccnc3)=NO2)n1 (stereo not given)	-11%	0%	11%	-18%	-15%	6%	x	4	x
CCC(C)(C)NC(=O)C1CCN(S(=O)(=O)c2c(C)noc2/C=C/c2ccc(C)cc2)CC1	-9%	-5%[60.1 µM]	6%	x	-7%	3%	0%	-5	-14%
COc1ccc(C(=O)Nc2ccc(S(=O)(=O)Nc3onc(C)c3C)cc2)cc1	-7%	-12%	49%	17%	21%	8%	11%	-4	u
COc1ccc2oc(C(=O)OCC(=O)Nc3ccc(NC(C)=O)cc3)c(C)c2c1	-6%	-8%	0%	18%	u	-3%	x	-3	x
COc1ccc(NC(=O)Cc2c(Cl)cccc2Cl)cn1	-6%	2%	-6%	3%	3%	5%	-2%	-5	10%
COc1ccc(N2CCN(C(=O)CN=C3NS(=O)(=O)C(c4ccc(C)cc4)=C3C)CC2)cc1	-3%	-6%	-25%	13%	u	-2%	-6%	1	8%
O=S(=O)(c1cccc2ccccc12)N1CCC2CC1c1cc(-c3ccc(F)cc3)ccc12 (stereo not given)	-7%	-14%	36%	x	0%	-2%	x	-3	x
CCCCn1nc(NC(=O)COC)c2cc3ccc(C)cc3nc21	-6%	-18%	-1%	0%	x	-5%	54%[activator]	-17	2%
NC(=O)C1CCN(C(=O)CSc2ccsc2[N+](=O)[O-])CC1	u	u	-21%	u	-11%	-8%	-3%	-4	2%
CC(C(=O)N1c2ccc(F)cc2CCC1C)N1C(=O)c2ccccc2C1=O (stereo not given)	-9%	6%	-7%	-2%	0%	3%	3%	-1	8%
CC1CN(C(=O)COC(=O)c2ccc(Cl)c(N)c2)CC(C)O1 (stereo not given)	-23%	-7%	-4%	18%	-9%	-24%	-9%	-4	0%
O=C(CN1C(=O)c2ccccc2C1=O)Nc1nccs1	1%	4%	1%	15%	0%	0%	2%	-7	22%
CCOC(=O)c1ccc(NC(=S)N2CCCC2)cc1	-2%	-21%	35%	-16%	8%	-3%	1%	-1	48%
Cc1ccc(CCN2CC(C(=O)NCc3cccnc3)CC2=O)cc1 (stereo not given)	-4%	2%	12%	x	20%	7%	x	-4	x
CCOc1ccc(CCNC(=O)CCCn2c(=O)c3cccn3c3cccnc32)cc1OCC	-7%&16%	1%&-10%	u	-1%	7%&-23%	8%&10%	10%&-6%	1&-5	23%&5%
COc1ccc(-c2nn(C)c(=O)c3ccccc23)cc1NC(=O)COc1ccc(C)cc1	u	-15%	3%	0%	-7%&-28%	3%	-14%	-2&-2	1%
Cc1ccc(C)c(NC(=O)Cn2c(=O)ccc3cc(S(=O)(=O)N4CCCC4)ccc32)c1	1%	-6%[60.1 µM]	2%	x	-13%	-5%	-3%	-3	-27%
c1ccc(Sc2ccccc2CN2CCCC2)cc1	-3%	-5%	1%	x	0%	27%	x	-23	x
Cc1nc([N+](=O)[O-])nn1C12CC3CC(CC(Br)(C3)C1)C2	-3%	-2%	u	-5%	u	-3%	u	0	4%
CCOC(=O)Cn1c(=O)oc2cc(S(=O)(=O)NCCc3ccc(OCC)c(OCC)c3)ccc21	-14%	0%	-19%	9%	-13%	-9%	-14%	-1	17%
Cc1cc(C)c(S(=O)(=O)c2ccccc2)c(OC(=O)c2c(Cl)cccc2Cl)n1	0%	-3%	11%	-3%	0%	2%	-10%	-11	31%
C/C(N)=C(/C#N)C(=O)CSc1nnc(COc2cc(C)ccc2C)o1	2%	0%[60.1 µM]	-10%	10%	1%	x	-7%	0	0%
CC(=O)Nc1ccccc1C(=O)N1CC2(C)CC1CC(C)(C)C2 (stereo not given)	1%	-2%	-3%	3%	11%	-6%	-2%	2	9%
Cc1cc(C)cc(NC(=O)C2(c3cccs3)CCOCC2)c1	-15%&-14%	-5%[60.1 µM]	-10%&18%	3%	-15%&-17%	0%&4%	2%&0%	-1&-4	-1%&12%
COc1cccc(CSc2nc3n(n2)C(CC(C)C)C(C(=O)Nc2ccccc2C)=C(C)N3)c1 (stereo not given)	-1%	-6%[60.1 µM]	-7%	x	-9%	-2%	-7%	-3	-20%
NC(=O)c1ccccc1NC(=O)Cc1cccs1	-12%	-7%	-1%	-12%	-2%	9%	-7%	-2	-3%
O=C(O)c1ccccc1C(=O)c1cccc2c(Br)cccc12	-6%	-4%	-3%	x	0%	-6%	x	-6	x
COc1ccc(-c2cc3c(=O)n(CC(=O)NCc4cccnc4)ncn3n2)cc1	10%	-17%	u	45%[activator]	7%	2%	-8%	-10	-20%
Cc1ccc(O)c(NC(=O)c2cc(-c3ccc4c(c3)OCO4)on2)c1	-11%	8%	-4%	x	-26%	-10%	5%	5	-8%
C=C1C=CS(=O)(=O)N(C(C)C(=O)OC)C1 (stereo not given)	x	-31%	-22%	-1%	x	x	8%	x	x
Cc1ccc(C)n1Cc1ccccc1Cl	-6%	-3%	2%	-6%	159%[activator]	5%	-21%	-10	27%
CN1CCN(c2ccc(CNC(=O)c3cc4ccccc4o3)cc2)CC1	-11%	6%	-8%	1%	58%	8%	-13%	-5	15%
COC(=O)CN1CCC(=O)c2ccccc2S1(=O)=O	x	13%	-2%	-9%	x	x	-2%	x	x
CC(=O)c1ccc(NC(=O)c2cc(C)nn2-c2ccccc2)cc1	x	-9%	-16%	x	u	1%	-3%	-6	12%
CSc1ncccc1C(=O)Nc1ccncc1	-12%	6%	9%	40%	6%	-2%	-2%	0	0%
COc1ccc(CCNC(=O)C2(C)CCC(=O)N2Cc2ccc(C)cc2)cc1OC (stereo not given)	-16%	-3%	-11%	13%	30%[activator]	-15%	-4%	-1	1%
CC1CC(C)CN(C(=O)COC(=O)c2ccc3ccccc3n2)C1 (stereo not given)	0%	-5%	3%	13%	-2%	-5%	x	-3	x

Not all compounds are listed. The share of hits here may be higher or lower than overall.
